Screens (PubChem)
AddAB inh – less growth of phage-infected E. coli with AddAB. inhibition, % at 11.9 µM. 330,000 tested, 0.29% active. E. coli expressing H. pylori AddAB, absorbance growth; in the data active means inhibition above about 12%;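 further: 0% = vehicle wells of infected cells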
PfHsp90 yeast 2 – growth inhibition of yeast expressing Plasmodium Hsp90. S. cerevisiae expressing PfHsp90, BacTiter-Glo ATP, 48 h; yeast lacking PDR1 and PDR3 efflux regulators. inhibition, % at 9.4 µM. 310,000 tested, 0.32% active;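 active means every replicate shows inhibition above about 80%, whatever the replicate mean, limit read from the data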;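 further: 0% = DMSO neutral controls and 100% = 20 µM radicicol positive controls; yeast relying on Plasmodium falciparum Hsp90 in place of its own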
Wnt bcat act – activators of Wnt/beta-catenin signaling; activation, % at 9.35 µM; 300,000 tested, 1.2% active; Wnt/beta-catenin reporter cell assay, activator, plate reader; in the data active means activation above about 30%, passing the limit was not always enough;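 further: 0% = neutral control wells and 100% = positive control wells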
PvdQ inh – P. aeruginosa PvdQ acylase inhibition | purified PvdQ acylase, fluorescence plate reader | inhibition, % at 10 µM | 340,000 tested, 0.063% active | AID 488965; in the data active means inhibition above about 30%, passing the limit was not always enough;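 further: 0% = vehicle neutral wells and 100% = reference inhibitor wells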
Tat export inh – blocks Tat-dependent protein export in E. coli | E. coli MC4100 TorA-mCherry Tat export, fluorescence | AID 488895 | inhibition, % at 10 µM | 340,000 tested, 0.036% active;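 active means mean replicate inhibition at least 50% and at least half of replicates individually reaching 50%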;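 further: exported cargo escapes ClpAP degradation while cytoplasmic cargo is degraded and loses fluorescence; 0% = median of neutral control wells and 100% = median of NaSCN control wells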
CAL PDZ FP – human CAL PDZ-peptide interaction inhibition | purified CAL PDZ, TMR-peptide fluorescence polarization, 1 h | 330,000 tested, 0.02% active | inhibition, % at 20 µM;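 active means highest replicate inhibition of at least 40%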;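 further: plate controls were DMSO neutral control wells for no effect and unlabeled competitor peptide control wells for full effect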
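Control set: unlabelled peptide and DMSO controls / Material: purified CerCALP PDZ construct / Timing: 1 h incubation at room temperature before polarization reading / Doses: 20 µM, one dose / Detection: fluorescence polarization (mP)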
Rtt109 Vps75 – inhibitors of Candida albicans Rtt109/Vps75 histone acetyltransferase; Q5AAJ8; purified Rtt109/Vps75, ThioGlo CoA-SH fluorescence, 4 h; inhibition, % at 34.9 µM; 330,000 tested, 0.16% active; AID 540336;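 active means inhibition of at least 50% in every replicate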
Target sequence (Q5AAJ8 whole entry, looked up): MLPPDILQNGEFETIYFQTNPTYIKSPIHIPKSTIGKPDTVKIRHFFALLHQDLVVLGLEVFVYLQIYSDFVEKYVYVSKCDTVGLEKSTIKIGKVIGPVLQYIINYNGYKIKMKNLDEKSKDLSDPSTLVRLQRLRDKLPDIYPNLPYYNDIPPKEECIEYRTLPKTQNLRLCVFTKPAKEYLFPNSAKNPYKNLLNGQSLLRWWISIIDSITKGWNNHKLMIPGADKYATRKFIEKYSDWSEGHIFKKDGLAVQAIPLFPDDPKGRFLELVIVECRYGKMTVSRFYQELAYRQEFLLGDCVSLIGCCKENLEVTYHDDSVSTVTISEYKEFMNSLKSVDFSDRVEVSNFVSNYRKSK
phage Ecoli inh – E. coli growth loss with phage present. growth absorbance. inhibition, % at 11.9 µM. 360,000 tested, 0.26% active; in the data active means inhibition above about 11%
DAGLB inhibitor – blocks human DAGLB lipase activity | inhibition, % at 5.17 µM | AID 504411 | HEK293T DAGLB membrane lysate, EnzChek fluorogenic substrate | 340,000 tested, 0.059% active; in the data active means inhibition above about 34%;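 further: 0% = enzyme with vehicle and 100% = wells lacking enzyme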
Target sequence (Q8NCG7 whole entry, looked up): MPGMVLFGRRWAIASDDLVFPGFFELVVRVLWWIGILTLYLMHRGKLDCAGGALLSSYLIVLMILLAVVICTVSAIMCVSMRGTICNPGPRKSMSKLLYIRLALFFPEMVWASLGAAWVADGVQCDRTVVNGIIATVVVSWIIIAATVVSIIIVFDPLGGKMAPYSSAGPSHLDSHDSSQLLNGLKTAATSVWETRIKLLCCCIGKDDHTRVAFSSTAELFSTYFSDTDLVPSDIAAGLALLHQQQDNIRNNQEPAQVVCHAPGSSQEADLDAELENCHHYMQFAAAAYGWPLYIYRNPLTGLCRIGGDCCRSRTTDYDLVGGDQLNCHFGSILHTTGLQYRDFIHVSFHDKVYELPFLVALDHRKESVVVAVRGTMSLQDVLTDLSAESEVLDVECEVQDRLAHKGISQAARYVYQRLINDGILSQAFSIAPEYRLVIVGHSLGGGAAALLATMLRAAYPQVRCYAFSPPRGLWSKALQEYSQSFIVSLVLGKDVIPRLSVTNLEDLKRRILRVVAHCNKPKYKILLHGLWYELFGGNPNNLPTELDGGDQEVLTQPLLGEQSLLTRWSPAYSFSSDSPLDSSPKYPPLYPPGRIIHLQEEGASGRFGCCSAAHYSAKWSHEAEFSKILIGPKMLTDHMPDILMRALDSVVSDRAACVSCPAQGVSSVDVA
Ecoli viability – reduces bacterial viability in AddAB counter-screen. E. coli V3065 growth, OD600 absorbance, 18 h. inhibition, % at 11.9 µM. 330,000 tested, 0.27% active;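 active means inhibition above the campaign's mean inhibition across all tested compounds plus 3 SD, cut at about 9.9% in these data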;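 further: uninfected addAB+ strain grown without phage in ampicillin broth; 0% = DMSO wells and 100% = ciprofloxacin 0.95 µg/ml wells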
Starred values were filed as active, the others as inactive; · = no result given.

SMILES	AddAB inh	PfHsp90 yeast 2	Wnt bcat act	PvdQ inh	Tat export inh	CAL PDZ FP	Rtt109 Vps75	phage Ecoli inh	DAGLB inhibitor	Ecoli viability
CCC(=O)NCCCCNC(=O)CC	3.8	·	·	22.3	0.5	-0.8	5.6	3.5	-3.0	2.0
O=C(COC(=O)CNS(=O)(=O)c1ccc(F)c(F)c1F)NC1CC1	1.0	·	-2.5	-11.9	3.9	-2.4	-4.3	-0.8	0.3	2.2
O=C(Nc1cccc(F)c1)c1ccc2ncsc2c1	4.0	1.0	·	-10.0	-5.8	-2.0	6.9	·	-3.5	0.9
CN(C(=O)CSc1nnc(-c2ccncc2)n1-c1ccccc1)C1CCS(=O)(=O)C1 (stereo not given)	-2.3	4.7	3.0	-12.2	-0.4	0.6	2.8	3.6	-1.0	-0.3
O=C(Nc1cccc(-c2cnc3ccccc3n2)c1)c1ccncc1	4.3	21.1	2.1	-9.7	-7.4	-2.5	12.3	1.7	2.2	-0.2
N=C1c2ccccc2CN1NC(=O)c1cccc(S(=O)(=O)N2CCCC2)c1	-0.8	9.6	-1.6	-16.5	17.4	-3.2	-1.6	1.6	2.5	0.1
CCOC(=O)C1CCCN(C(=O)COc2ccc(N(C)S(=O)(=O)c3ccc(F)cc3)cc2)C1 (stereo not given)	-1.5	-15.4	-1.6	-18.1	1.7	-5.3	5.6	0.6	0.6	-0.3
COc1ccc(/C=C2\N=C(C(C)(C)C)OC2=O)c(OC)c1	2.2	-2.0	1.4	3.4	-13.8	0.0	-0.4	-1.2	-3.9	-1.4
Cc1cc(OC(C)C(=O)NCc2cccnc2)c2c(C)c(Cc3ccccc3)c(=O)oc2c1 (stereo not given)	-1.3	-28.0	3.7	-14.3	4.8	-0.1	0.4	1.5	0.2	-0.4
O=C1CC(C(=O)N2CCOCC2)C2(CCCC2)O1 (stereo not given)	1.4	-0.4	9.4	-5.4	-9.5	-0.3	-3.6	-0.5	-0.4	-1.6
CCc1ccc(NC(=O)Nc2cccs2)cc1	3.9	-30.1	·	-19.7	-12.3	-0.2	-0.5	2.8	0.1	2.2
CCOc1ncccc1-c1nc(-c2cccs2)no1	-1.2	1.3	7.6	5.2	-8.9	·	-9.3	-0.8	-7.4	2.9
C=CC[C@@H](CC(=O)NCCO)C(=O)N[C@@H](C)COC(=O)[C@H](CC=C)CC(=O)OC(C)(C)C	-0.8	-2.5	-0.7	-10.3	1.8	0.3	-18.5	1.8	-2.5	-2.5
COc1ccc(NC(=O)c2oc3ccccc3c2NC(=O)C(C)(C)C)cc1	-1.6	-42.0	·	-0.1	2.5	-2.1	-0.1	1.2	-2.6	-2.9
COc1ccc(CCN2CC(C(=O)NCc3ccc(F)cc3)CC2=O)cc1OC (stereo not given)	-2.0	28.8	-0.4	-4.4	5.3	-2.6	-1.7	2.4	0.8	-1.6
CCOC(=O)c1c[nH]c2c3c(ccc2c1=O)CCCC3	-1.0	·	·	-13.5	4.8	-2.0	6.1	4.6	-7.9	0.1
C=CCNCCOCCOc1ccc(C)cc1Br	5.9	-54.2	-4.7	-5.3	4.6	-1.1	8.1	2.5	-0.1	2.2
COc1ccc(-c2csc(NC(=O)C3CCCCN3S(=O)(=O)c3ccccc3)n2)cc1 (stereo not given)	2.1	-13.8	·	7.3	-2.7	-0.4	-7.9	-9.2	2.2	-2.2
Cc1ccc(NC(=O)Nc2cccs2)c(Cl)c1	6.1	2.5	55.3*	-0.2	1.2	-0.2	-6.9	-0.5	-5.5	2.8
CC(=O)c1ccc(OCCN2CCOCC2)cc1	2.4	12.5	4.8	-8.6	-4.3	1.0	-15.7	0.9	-0.9	3.2
CC1CCN(S(=O)(=O)N2CCC(C(=O)NCCC3=CCCCC3)CC2)CC1	-3.0	7.6	-1.1	2.6	2.7	-2.8	3.8	2.0	-3.1	0.0
O=C(CCCc1c[nH]c2ccccc12)NCc1cccs1	0.3	-16.5	-0.6	-13.8	-6.7	0.0	-7.7	4.4	1.4	0.7
c1ccc(SCCc2ccncc2)cc1	1.9	0.3	-1.7	-8.6	7.4	-0.4	-12.7	5.7	-3.5	-1.2
O=c1cc(-c2ccccc2)cc(-c2ccccc2)n1CCO	2.3	-24.0	-0.4	-14.0	-8.8	0.7	-5.5	0.8	2.8	-0.7
O=C1CC(NN2CCCCC2)C(=O)N1c1ccccc1 (stereo not given)	1.5	·	3.4	-11.2	2.1	-0.5	6.6	2.3	-0.8	-0.6
CC(C)c1cc(Br)ccc1OCCCN1C(=O)NC(C)(C)C1=O	1.9	5.0	·	-1.0	1.6	-0.1	14.5	2.1	-2.4	-0.9
Brc1csc(C=Nc2ccc3c(c2)OCCOCCOCCOCCO3)c1	1.8	-10.0	-6.3	-12.6	4.9	0.0	-0.4	2.3	0.5	0.6
Cc1ccc(NC(=S)N2CCN(Cc3ccccc3)CC2)cc1	4.6	6.2	-4.4	-9.2	-4.1	0.3	0.9	4.2	-1.1	0.3
C=CCNc1nc(Cl)ncc1F	0.0	-7.4	·	-15.6	1.0	-0.5	1.2	3.7	-0.8	0.9
COc1ccc(C(=O)NCCS(=O)(=O)NCCc2ccccc2)cc1	0.0	-15.7	-0.7	-2.6	1.2	-1.5	3.5	1.0	1.4	1.9
COc1ccccc1C(CNC(=O)CCNS(=O)(=O)c1ccc(Br)cc1)N1CCCC1 (stereo not given)	·	9.2	0.7	3.9	7.2	0.2	3.2	3.2	-3.0	·
Cc1ccccc1-c1nnc(SCC(=O)Nc2c(C)n(C)n(-c3ccccc3)c2=O)o1	-0.2	3.3	·	9.3	-2.1	-0.4	24.8	2.9	-1.1	-1.2
O=C(CSc1nnc(NC(=O)c2cccc(F)c2)s1)NC1CCCC1	0.3	-6.2	9.7	-15.3	-5.5	-0.5	-9.4	3.5	-0.9	0.9
O=C(Nc1nnc(C2CC2)s1)c1cccs1	3.0	-11.2	18.0	3.0	-2.7	0.1	-6.2	0.2	-0.4	1.9
C=CCc1cc(/C=C2/NC(=O)N(CC)C2=O)cc(OCC)c1OCc1ccc(C(=O)O)cc1	3.7	-5.6	·	6.5	4.3	-1.7	26.7	1.2	6.8	-0.3
Nn1c(SCC(=O)Nc2ccc3c(c2)OCCO3)nnc1-c1ccccn1	1.3	-2.6	·	-22.4	3.7	0.4	1.5	1.4	-4.8	0.1
O=C(NCCc1ccccc1F)C1CCCN1S(=O)(=O)c1ccc2ccccc2c1 (stereo not given)	0.3	-6.8	0.6	-9.1	-0.4	-2.0	3.3	4.3	-5.2	-0.1
CCOc1ccc(N2CC(C(=O)Nc3ccccc3C(=O)N3CCOCC3)CC2=O)cc1 (stereo not given)	2.7	1.3	-0.3	-9.1	4.1	0.0	-7.6	2.3	-0.6	-2.8
O=S(=O)(Nc1ccc(Cl)cc1NS(=O)(=O)c1ccccc1)c1ccccc1	·	·	0.8	-2.5	4.7	0.6	-3.4	4.2	29.4	·
Cn1c(=O)[nH]c(=O)c2c1ncn2CCCc1ccccc1	2.8	18.8	·	-9.1	-1.2	-0.4	-0.7	-0.3	-4.2	-1.0

A draw from above in order of SMILES length, falling.
SMILES	AddAB inh	PfHsp90 yeast 2	Wnt bcat act	PvdQ inh	Tat export inh	CAL PDZ FP	Rtt109 Vps75	phage Ecoli inh	DAGLB inhibitor	Ecoli viability
Cc1ccccc1-c1nnc(SCC(=O)Nc2c(C)n(C)n(-c3ccccc3)c2=O)o1	-0.2	3.3	·	9.3	-2.1	-0.4	24.8	2.9	-1.1	-1.2
CCOc1ccc(N2CC(C(=O)Nc3ccccc3C(=O)N3CCOCC3)CC2=O)cc1 (stereo not given)	2.7	1.3	-0.3	-9.1	4.1	0.0	-7.6	2.3	-0.6	-2.8
O=S(=O)(Nc1ccc(Cl)cc1NS(=O)(=O)c1ccccc1)c1ccccc1	·	·	0.8	-2.5	4.7	0.6	-3.4	4.2	29.4	·
O=C(NCCc1ccccc1F)C1CCCN1S(=O)(=O)c1ccc2ccccc2c1 (stereo not given)	0.3	-6.8	0.6	-9.1	-0.4	-2.0	3.3	4.3	-5.2	-0.1
CC(C)c1cc(Br)ccc1OCCCN1C(=O)NC(C)(C)C1=O	1.9	5.0	·	-1.0	1.6	-0.1	14.5	2.1	-2.4	-0.9
Cn1c(=O)[nH]c(=O)c2c1ncn2CCCc1ccccc1	2.8	18.8	·	-9.1	-1.2	-0.4	-0.7	-0.3	-4.2	-1.0
O=C(CCCc1c[nH]c2ccccc12)NCc1cccs1	0.3	-16.5	-0.6	-13.8	-6.7	0.0	-7.7	4.4	1.4	0.7
O=C1CC(NN2CCCCC2)C(=O)N1c1ccccc1 (stereo not given)	1.5	·	3.4	-11.2	2.1	-0.5	6.6	2.3	-0.8	-0.6
c1ccc(SCCc2ccncc2)cc1	1.9	0.3	-1.7	-8.6	7.4	-0.4	-12.7	5.7	-3.5	-1.2

(list continues)
SMILES	AddAB inh	PfHsp90 yeast 2	Wnt bcat act	PvdQ inh	Tat export inh	CAL PDZ FP	Rtt109 Vps75	phage Ecoli inh	DAGLB inhibitor	Ecoli viability
CCCn1c(O)c(CN2CCCCC2)c(C)c(C#N)c1=O	-0.2	13.7	·	0.8	-7.5	0.0	-32.8	0.8	-2.8	1.0
COc1cccc(NC(=O)Cn2nnc(C(=O)Nc3cc(Cl)ccc3OC)c2N)c1	2.5	-17.3	-1.8	-14.6	1.9	-1.9	-22.0	3.7	9.3	-2.7
COc1ccccc1NS(=O)(=O)c1c(C)[nH]c(C)c1C(=O)N1CCCC1	2.9	-15.9	-1.2	2.8	-1.9	-0.8	-0.5	2.7	-0.7	2.1
Cc1nc(CCNC(=O)CC2C(=O)NCCN2Cc2ccccc2F)sc1C (stereo not given)	1.9	-16.7	-1.6	-8.8	6.5	0.7	3.5	-0.1	-0.4	-0.8
CCOc1ccc(-c2cc(N)n(S(=O)(=O)c3ccc(OC)c(OC)c3)n2)cc1	-0.9	0.0	-6.7	1.1	-2.7	0.3	7.7	0.8	-0.3	-0.6
COc1ccc(CNc2ccc(S(N)(=O)=O)cc2)c(OC)c1OC	-1.3	39.2	·	-14.2	35.3	-2.3	-7.3	1.3	0.5	0.4
COC(=O)C1=NN[C@H](C(=O)OC(C)(C)C)[C@H]1c1ccccc1	0.1	-21.3	-1.1	-0.9	4.9	-2.5	-4.6	0.6	1.6	0.9
COc1ccc(N2C(=O)CC(N3CCC(O)(c4ccc(Br)cc4)CC3)C2=O)cc1 (stereo not given)	5.6	·	·	-14.5	1.6	-1.2	6.1	1.3	-2.5	-0.4
COc1ccc(-n2c(SC(C)C(=O)Nc3ncc(Cl)cc3Cl)nc3ccccc32)cc1 (stereo not given)	2.0	-34.1	-12.9	-6.3	-11.5	-0.1	3.8	-0.7	-7.4	-2.1
CCCCCn1nc(C(=O)OCc2nnc(-c3ccccc3)o2)c2ccccc2c1=O	0.3	-71.4	3.0	-6.0	3.9	-3.8	-5.3	-1.5	-2.6	-1.5
CCOC(=O)c1c(NC(=O)COC(=O)Cn2cnc3ccccc32)sc2c1CCC(C)C2 (stereo not given)	5.0	-9.4	-1.8	11.5	2.1	-2.8	-3.9	0.9	-2.4	-2.3
Cc1cc(-c2ccco2)c(C#N)c2nc3ccccc3n12	1.2	·	·	-10.5	-1.0	1.3	-2.1	-0.6	-1.2	-1.1
